TCR activator – activators of T cell receptors | primary human leukocytes, anti-CD3, IL-2 HTRF, 48 h | Potency, µM (titrated, usually from 9.22 µM), for the others: top-dose activation of IL-2 secretion, usual class: activators | 330,000 tested, under 10 active; also: % of control where 0% means no effect
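TCR engagement came from a-CD3 beads alone, with compounds added to primary human leukocytes for 48 hr. Secreted IL-2 bridged europium cryptate- and d2-labelled anti-IL-2 antibodies, giving FRET emission at 665nm after 320nm excitation.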
Eya2 inh – inhibitors of human Eya2 phosphatase activity; O00167; recombinant Eya2, OMFP fluorescence dephosphorylation (OMFP is methylfluorescein phosphate); Potency, µM (top dose mostly 76.9 µM), inactives show at the highest dose activity, negative = inhibition, usual class: inhibitors; hit rate 0.006% among 330,000; also: potency is read from the fitted curve at half-maximal effect; % is scaled to controls: 0 for no effect and ±100 for the full control effect
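Eya2 (0.2 uM) preincubated 10 min at ambient with compound, then OMFP substrate added at 50 uM; 10 min reaction in 50 mM HEPES pH 7.5, 50 mM NaCl, 5 uM MgCl2, 0.05% BSA, 1 mM DTT. Fluorescence read at Ex 485/Em 525 nm.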
USP2a block – blocks human ubiquitin-specific protease USP2a. hit rate 0.01% among 330,000. USP2 core, Ub-CHOP2 coupled fluorogenic reporter, 485/531. Potency, µM (doses to about 38.3 µM), without a hit: at the top dose activity change, negative = inhibition, actives largely listed as inhibitors. O75604;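 also: potency is read from the fitted curve at half-maximal effect; plate controls were DMSO wells for no effect and full inhibition by NEM control for full effect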
Target sequence (O75604 whole entry, looked up): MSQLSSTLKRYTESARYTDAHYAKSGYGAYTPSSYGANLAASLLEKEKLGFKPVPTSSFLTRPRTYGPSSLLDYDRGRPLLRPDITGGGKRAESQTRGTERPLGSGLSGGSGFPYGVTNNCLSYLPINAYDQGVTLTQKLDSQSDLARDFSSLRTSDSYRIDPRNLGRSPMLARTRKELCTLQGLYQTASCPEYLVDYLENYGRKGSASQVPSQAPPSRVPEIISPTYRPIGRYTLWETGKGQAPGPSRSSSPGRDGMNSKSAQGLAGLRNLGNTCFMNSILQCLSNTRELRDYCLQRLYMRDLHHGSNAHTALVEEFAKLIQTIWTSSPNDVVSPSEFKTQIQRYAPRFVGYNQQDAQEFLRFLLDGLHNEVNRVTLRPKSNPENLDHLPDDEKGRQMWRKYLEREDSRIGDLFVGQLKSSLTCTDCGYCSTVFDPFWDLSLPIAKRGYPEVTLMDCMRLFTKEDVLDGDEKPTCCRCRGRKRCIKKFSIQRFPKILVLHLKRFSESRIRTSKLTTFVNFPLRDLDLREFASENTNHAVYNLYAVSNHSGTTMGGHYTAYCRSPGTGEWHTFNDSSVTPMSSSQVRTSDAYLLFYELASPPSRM
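Deubiquitinase activity read as fluorescence (485/531 nm) after Ub-CHOP2 cleavage activates the enterokinase reporter on its substrate; USP2 core 10nM, Ub-CHOP2 and substrate 25nM each, 30min compound preincubation then 60min RT; data normalized to NEM, curves fitted.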
KCNH2 WT inh – inhibitors of human wildtype KCNH2 potassium channel; activity change, % at 1.84 µM; U2OS, BacMam KCNH2, thallium flux FluxOr; active compounds read low; hit rate 0.37% among 340,000; Q12809;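 active = maximum activity change below -70%; inconclusive = maximum activity change between -70% and -50%; inactive = maximum activity change above -50%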; also: % is scaled to controls: 0 for no effect and ±100 for the full control effect
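U2OS cells transduced with wild-type KCNH2 virus are loaded with FluxOr dye for 45 min, and thallium flux is measured in kinetic reads before and after stimulation buffer. Rate constants are normalized to DMSO controls.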
ELG1 repair inh – inhibitors of ELG1-dependent DNA repair in HEK293T cells. hit rate 2.3% among 330,000. AID 504467. Potency, µM (doses to about 46.1 µM), inactives show top-dose activity change, negative = inhibition, most hits filed as inhibitors. HEK293T ELG1-luciferase reporter, luminescence, 16 h; DNA damage induced by 5-fluorouridine; also: potency is read from the fitted curve at half-maximal effect; % is scaled to controls: 0 for no effect and ±100 for the full control effect; nearly all actives have a fitted effect of over 55% in size
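Step one: seed 2,000 cells per well. Step two: pin-transfer compound or DMSO alongside 5-fluorouridine. Step three: incubate 16 hr, 37 °C, 5% CO2. Step four: add ONE-Glo, wait 30 min, read luminescence.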
KCNH2 3.1 block – blocks the human KCNH2 3.1 channel isoform; U2OS KCNH2 3.1, thallium flux FluxOr; active compounds read low; activity change, % (tested at about 1.8 µM); hit rate 0.95% among 340,000; AID 720553;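 active = maximum activity change below -70%; inconclusive = maximum activity change from -70% to -50%; inactive = maximum activity change above -50%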;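 also: thallium influx rate constant from kinetic fluorescence after stimulation buffer; % is scaled to controls: 0 for no effect and ±100 for the full control effect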
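FluxOr-based Tl+ influx in U2OS cells transduced with KCNH2 3.1 virus; rate constants normalized to DMSO controls.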
AT treatment – potential ataxia-telangiectasia treatments restoring KAP-1 phosphorylation | […] A-T fibroblasts, KAP-1 phosphorylation AlphaLISA; neocarzinostatin DNA damage 30 min before lysis | Potency, µM (top dose mostly 57.5 µM), for inactives: top-dose activation, most hits filed as activators | hit rate 0.19% among 320,000; also: potency is read from the fitted curve at half-maximal effect; % of control where 0% means no effect; nearly all actives have a fitted effect of over 45% in size
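ATM-like activity read as KAP-1 phosphorylation via AlphaLISA donor/acceptor antibody pairs after lysis and 6 hr at 25C. Cells were ATM-null patient fibroblasts ([…], hTERT), dosed 60 min, then exposed to the DSB inducer NCS for 30 min.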
TRPV1 ag – activates the human vanilloid receptor TRPV1; TRPV1-expressing cells, Fluo-8 calcium influx, agonist mode; activation, % at 8.33 µM; hit rate 0.19% among 320,000; in the data active = activation above about 80%; inconclusive = between about 30% and that limit; also: 0% is about no effect
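TRPV1-expressing cells were cultured overnight at 35.5C and loaded with Fluo-8 calcium dye for 40 to 90 min at room temperature. After a 10 s baseline, compound was added and calcium influx was read kinetically for 3 min (ex 480/em 520 nm).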
TSHR antagonist – antagonists of human thyroid stimulating hormone receptor. P16473. TSHR-expressing cells, TSH-stimulated cAMP HTRF, 2 h; active compounds read low. activity change, negative = inhibition, % at 11.5 µM. hit rate 0.2% among 330,000. AID 504810;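 active = activity change below a set negative limit, meaning inhibition stronger than a set level, cut at about -70% in these data; inconclusive = activity change between two set negative limits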; also: % is scaled to controls: 0 for no effect and ±100 for the full control effect
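Inhibition of cAMP made by TSHR-expressing cells under TSH stimulation (4nM final, EC80; 2 h, 37 deg C) is quantified with a one-step lysis HTRF kit, anti-cAMP cryptate versus cAMP-d2.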
Mito fusion act – inhibitors of mitochondrial division or activators of mitochondrial fusion | S. cerevisiae fusion-defective mutant growth rescue, CellTiterGlo 48 h | Potency, µM (series often up to 46.1 µM), inactives show at the highest dose growth rescue (activation), most hits filed as activators | hit rate 0.23% among 320,000;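 also: potency is read from the fitted curve at half-maximal effect; % of control where 0% means no effect; nearly all actives have a fitted effect of over 45% in size; temperature-sensitive fusion mutants such as fzo1-1 at 37 °C on non-fermentable ethanol glycerol medium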
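S. cerevisiae fusion-defective temperature-sensitive mutants (e.g. fzo1-1, mgm1-5) grown 48 h at 37C in YPEG (ethanol/glycerol non-fermentable) medium with 23 nl compound per well; growth rescue read as CellTiterGlo luminescence.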
* = called active by the depositor; i = inactive; u = inconclusive; x = no result given; [ ] = remark or other dose. Unless noted, calls follow the shape of the dose curve; as a rule, active = well fitted curve in the direction sought with a large enough effect; inconclusive = small, poorly fitted or top-dose-only effect, or another doubt; inactive = no such curve, though single readings can be large; an effect the other way counts as inactive or inconclusive. Some of the compounds tested, so the mix of outcomes need not match the whole.

Letters: A = TCR activator; B = Eya2 inh; C = USP2a block; D = KCNH2 WT inh; E = ELG1 repair inh; F = KCNH2 3.1 block; G = AT treatment; H = TRPV1 ag; I = TSHR antagonist; J = Mito fusion act
CC/C(C)=N/Nc1nc(-c2cc3cccc(OC)c3oc2=O)cs1
  A: -2% | B: -7% | C: 0% | D: 3 | E: u | F: 17 | G: 6% | H: 13 | I: -4 | J: -4%
COC(=O)c1c(O)c2c([nH]c1=O)CCCC2
  A: 3% | B: 3% | C: u | D: 1 | E: 13% | F: 3 | G: x | H: 0 | I: -1 | J: 1%
CC[C@]12c3[nH]c4ccc(OC)cc4c3CCN1C(=O)C(CC(=O)NCc1cccc(C(F)(F)F)c1)C[C@@H]2C(=O)N1CCN(C(=O)c2ccco2)CC1 (some centres not stated)
  A: 10%[46.1 µM] | B: 4% | C: -1% | D: -15 | E: -12% | F: 1 | G: -48%[inhibitor] | H: x | I: -3 | J: x
O=C(O)C1CC=CCC1C(=O)Nc1ccc(F)c(F)c1 (configuration not stated)
  A: 5% | B: 1% | C: 2% | D: -14 | E: 13% | F: 3 | G: 0% | H: 0 | I: 1 | J: -2%
COc1cccc(N2CCN(CC(=O)NCc3ccccc3)CC2)c1
  A: x | B: 1% | C: -1% | D: -3 | E: 0% | F: 8 | G: 6% | H: 16 | I: -5 | J: -1%
COC(=O)c1nnn(CC(=O)NC(=O)Nc2cccc(C)c2C)c1C(=O)OC
  A: -2% | B: -8% | C: -7% | D: -10 | E: 1% | F: -16 | G: -4% | H: 3 | I: -1 | J: -3%
O=C(O)CC(Cc1ccc(Br)cc1)C(=O)Nc1ccccc1 (configuration not stated)
  A: -3% | B: -3% | C: -4% | D: 3 | E: -5% | F: -20 | G: 3% | H: -1 | I: 1 | J: -3%
Oc1ccc(CN2CCc3ccccc3C2)c2cccnc12
  A: 8% | B: x | C: x | D: -5 | E: x | F: 2 | G: x | H: 1 | I: x | J: -2%
COc1ccc(CN(C)Cc2ccccc2)c(OC)c1OC
  A: 0%[46.1 µM] | B: 1% | C: -4% | D: 0 | E: -1% | F: -3 | G: 9% | H: 2 | I: -8 | J: -4%
COC(=O)CNC(=O)C(NC(=O)c1ccc(Cl)cc1)C(C)C (configuration not stated)
  A: 2% | B: -22% | C: 0% | D: -5 | E: u | F: -6 | G: -4% | H: -4 | I: -6 | J: -1%
O=C(COc1ccc(-c2nnco2)cc1)N1CCOCC1
  A: 3%[46.1 µM] | B: -1% | C: 2% | D: -2 | E: 9% | F: -3 | G: 8% | H: x | I: -11 | J: x
O=C(/C=C/c1ccccc1)N(c1ccccn1)C1CCCCC1
  A: 5% | B: -3% | C: -1% | D: -3 | E: 8% | F: -10 | G: -3% | H: 18 | I: -14 | J: 7%
CC(C)c1nc(NCc2ccccc2)c(C#N)c2c1CCCC2
  A: -3% | B: 8% | C: 4% | D: 4 | E: 6% | F: 11 | G: 19% | H: 0 | I: -2 | J: 2%
COc1cccc(C2c3[nH]c4ccccc4c3CCN2CCCn2cccn2)c1 (configuration not stated)
  A: -5% | B: -2% | C: 1% | D: 12 | E: -6% | F: u | G: -5% | H: 12 | I: 9 | J: 4%
CC1CC(C)CN(S(=O)(=O)CC23CCC(CC2=O)C3(C)C)C1 (configuration not stated)
  A: 2% | B: 23% | C: -3% | D: 2 | E: 23% | F: -7 | G: 15% | H: -4 | I: 4 | J: u

Whole records, quoted from the list. Values in the order: TCR activator, Eya2 inh, USP2a block, KCNH2 WT inh, ELG1 repair inh, KCNH2 3.1 block, AT treatment, TRPV1 ag, TSHR antagonist, Mito fusion act
Record of COC(=O)c1nnn(CC(=O)NC(=O)Nc2cccc(C)c2C)c1C(=O)OC = -2%, -8%, -7%, -10, 1%, -16, -4%, 3, -1, -3%
Record of O=C(O)C1CC=CCC1C(=O)Nc1ccc(F)c(F)c1 (configuration not stated) = 5%, 1%, 2%, -14, 13%, 3, 0%, 0, 1, -2%

More structures follow:
Letters: A = TCR activator; B = Eya2 inh; C = USP2a block; D = KCNH2 WT inh; E = ELG1 repair inh; F = KCNH2 3.1 block; G = AT treatment; H = TRPV1 ag; I = TSHR antagonist; J = Mito fusion act
Cc1cc(C)c(C#N)c(SCC(=O)c2ccc(Cl)cc2Cl)n1
  A: -2% | B: -5% | C: 0% | D: 10 | E: u | F: -9 | G: 3% | H: 1 | I: -22 | J: 6%
N/C(Cc1nc(-c2ccc(F)cc2)cs1)=N\O
  A: -8% | B: -1% | C: 3% | D: 23 | E: u | F: -2 | G: -6% | H: -8 | I: 21 | J: -1%
COc1ccc(OCCOCCOc2ccc(C)cc2[N+](=O)[O-])cc1
  A: -1%[46.1 µM] | B: -3% | C: -3% | D: -2 | E: 15% | F: 12 | G: 3% | H: -1 | I: -7 | J: 10%
CCOC(=O)c1c(C)nc(SCC(N)=O)c(C#N)c1-c1ccccc1
  A: 5%[46.1 µM] | B: 1% | C: 3% | D: -29 | E: -18% | F: -16 | G: 0% | H: 1 | I: -14 | J: -18%
CCOc1ccccc1NC(=O)C1CCCN1S(=O)(=O)c1ccccc1C(F)(F)F (configuration not stated)
  A: -1% | B: -12% | C: -2% | D: -5 | E: -24% | F: 2 | G: 28% | H: 11 | I: -1 | J: 12%
COc1cc(CNc2ccc(NC(C)=O)cc2)ccc1OCc1ccccc1C
  A: -6% | B: -8% | C: 0% | D: -4 | E: 10% | F: -2 | G: 0% | H: 0 | I: -4 | J: u
CN1CCCN(S(=O)(=O)c2ccc3ccccc3c2)CC1
  A: -1% | B: -6% | C: -2% | D: 2 | E: 13% | F: -2 | G: -3% | H: 2 | I: 1 | J: 2%
Cc1cccc(-n2cnc3c(c2=O)c2nc4ccccc4nc2n3Cc2ccco2)c1
  A: -8% | B: -4% | C: 1% | D: -15 | E: 18µM* | F: -3 | G: -1% | H: 2 | I: -7 | J: 19%
COc1cc(SC)ccc1C(=O)N1CCN(c2ccccc2OC)CC1
  A: -2% | B: 11% | C: 2% | D: i | E: u | F: -21 | G: 4% | H: 1 | I: -8 | J: 0%
COC(=O)c1ccc(N=Cc2c(C(F)(F)F)[nH][nH]c2=O)cc1
  A: -1% | B: 16% | C: 10% | D: -24 | E: u | F: -14 | G: -3% | H: -4 | I: 2 | J: 7%
CCOC(=O)c1c(C)[nH]c(C(=O)CSc2nnc(-c3cccs3)n2Cc2ccccc2)c1C
  A: 2% | B: 13% | C: 2% | D: 1 | E: u | F: -18 | G: -2% | H: 1 | I: 6 | J: 6%
COC(=O)c1nnn(-c2nonc2N)c1CSc1nnc(N)s1
  A: 10% | B: -5% | C: 4% | D: -6 | E: 5% | F: 4 | G: 0% | H: -1 | I: -1 | J: -12%
COc1cccc(CNC(=O)CCC(=O)N2Cc3cccc(OC)c3Oc3ncccc32)c1OC
  A: 11% | B: 1% | C: 2% | D: -11 | E: -9% | F: -5 | G: 16% | H: 1 | I: 0 | J: 1%
COc1ccc(C(=O)N/C(=C\c2cc(OC)c(OC)cc2[N+](=O)[O-])C(=O)NCCO)cc1
  A: -3% | B: 6% | C: 1% | D: -7 | E: -7% | F: 4 | G: -8% | H: 11 | I: 11 | J: -8%
CC(C)(C)c1ccc(C(=O)NCCC(=O)Nc2ccc3c(c2)OCCO3)cc1
  A: 3% | B: 12% | C: -1% | D: 2 | E: u | F: 3 | G: -6% | H: 15 | I: -1 | J: -3%
COc1ccc(-n2c(CCC(=O)O)ccc2-c2ccc(F)cc2)c(OC)c1
  A: -3% | B: -26% | C: -1% | D: 12 | E: 3% | F: -1 | G: 2% | H: 0 | I: -1 | J: 20%
CN(CCOc1ccc(Cl)cc1)c1ccc(S(=O)(=O)N2CCCCC2)cn1
  A: -2% | B: 8% | C: 0% | D: 2 | E: u | F: -6 | G: 6% | H: -1 | I: -6 | J: -4%
CN(C(=O)COC(=O)COc1ccc2c(c1)CCC2)c1c(N)n(Cc2ccccc2)c(=O)[nH]c1=O
  A: 4% | B: -30% | C: 0% | D: 5 | E: 12% | F: -18 | G: 0% | H: 9 | I: 4 | J: -1%
CCOC(=O)C1=C(COC(=O)Cc2ccc(OC)c(OC)c2)NC(=O)NC1C (configuration not stated)
  A: -2% | B: 5% | C: 1% | D: 3 | E: 6% | F: -25 | G: 0% | H: 2 | I: 20 | J: -1%
Oc1ccc(Cc2ncc(C(F)(F)F)cc2Cl)cc1
  A: -1% | B: 21% | C: 0% | D: -1 | E: -2% | F: -14 | G: -1% | H: 30 | I: 2 | J: 4%
CC(NC(=O)Cn1cc(Br)c([N+](=O)[O-])n1)c1ccccc1 (configuration not stated)
  A: -62% | B: 3% | C: 0% | D: 3 | E: 12% | F: 5 | G: -2% | H: -3 | I: -4 | J: 2%
Cc1ccccc1NC(=O)c1cc(C(=O)c2cc(Cl)ccc2O)cn(-c2ccccc2C)c1=O
  A: -5%[46.1 µM] | B: 0% | C: -2% | D: -10 | E: 21µM* | F: 6 | G: -5% | H: 2 | I: -3 | J: 16%
